aSyn yeast inh = alpha-synuclein toxicity inhibition in yeast; Yeast expressing alpha-synuclein, growth rescue, BacTiter-Glo, 24 h; hit rate 0.14% among 370,000; AID 652106; Potency, µM (top dose mostly 46.1 µM), inactives show at the highest dose growth rescue (activation), hits mostly activators; also: potency is read from the fitted curve at half-maximal effect; % of control where 0% means no effect; nearly all actives have a fitted effect of over 65% in size
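Readout is rescue of growth in alpha-synuclein-expressing yeast, so inhibitors of toxicity appear as activators. Growth after 24 hr at 30 deg C in galactose medium is quantified by luminescence.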
GLP1R ag = activates the human GLP-1 receptor. AID 624172. HEK293 GLP-1R CRE-luciferase, luminescence, 4-6 h; cells express a hypersensitive GLP-1R form. hit rate 0.007% among 380,000. Potency, µM (highest dose often 45.6 µM), for the others: at the highest dose activation, actives largely listed as activators. P43220; also: potency is read from the fitted curve at half-maximal effect; % of control where 0% means no effect
TDP43 rescue = TDP-43 toxicity inhibition in yeast. TDP-43 expressing yeast growth rescue, BacTiter-Glo, 24 h. Potency, µM (series often up to 46.1 µM), without a hit: top-dose growth rescue (activation), actives largely listed as activators. hit rate 1.8% among 410,000. AID 652104; also: potency is read from the fitted curve at half-maximal effect; % of control where 0% means no effect; nearly all actives have a fitted effect of over 50% in size
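Yeast cells expressing TDP-43 under galactose induction are exposed to compounds for 24 hr at 30 deg C. BacTiter-Glo luminescence measures growth, so protective compounds score as activators.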
GLP-1R inv ag = acts as inverse agonist at human GLP-1 receptor; HEK293 GLP-1R CRE-luciferase, luminescence, 24 h; GLP-1R form is constitutively active; AID 624417; Potency, µM (doses to about 38.3 µM), without a hit: top-dose activity change, negative = inhibition, most hits filed as inhibitors; hit rate 1.6% among 410,000; also: potency is read from the fitted curve at half-maximal effect; % is scaled to controls: 0 for no effect and ±100 for the full control effect; nearly all actives have a fitted effect of over 55% in size
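Stable HEK293 clone (constitutively active GLP-1R + cAMP-response luciferase); 200 cells/uL plated, 12 h pre-culture, compound 24 hr, 37 deg C/5% CO2; detection reagent 12 min RT; luminescence.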
D3 antag = antagonists of human D3 dopamine receptor | max response, negative = inhibition, % | P35462 | D3R cells, DiscoveRx beta-arrestin luminescence, antagonist mode; active compounds read low | hit rate 2.5% among 360,000; in the data active = max response below about -50%; inconclusive = no clear call, values can overlap the other calls; also: % is scaled to controls: 0 for no effect and ±100 for the full control effect; mostly tested at two doses, the higher about 12 µM
Target sequence (P35462 whole entry, looked up): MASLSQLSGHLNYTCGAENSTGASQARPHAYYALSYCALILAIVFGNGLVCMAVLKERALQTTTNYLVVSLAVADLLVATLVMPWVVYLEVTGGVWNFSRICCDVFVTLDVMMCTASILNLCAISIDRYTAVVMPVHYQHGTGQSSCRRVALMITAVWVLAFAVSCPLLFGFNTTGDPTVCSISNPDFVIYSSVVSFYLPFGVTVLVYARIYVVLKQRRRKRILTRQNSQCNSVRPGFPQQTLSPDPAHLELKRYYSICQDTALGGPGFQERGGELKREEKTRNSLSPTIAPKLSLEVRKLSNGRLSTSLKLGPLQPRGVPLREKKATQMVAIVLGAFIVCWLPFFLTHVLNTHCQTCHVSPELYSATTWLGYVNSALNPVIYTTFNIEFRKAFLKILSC
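Cells expressing the human receptor were seeded at 1500 cells/well, incubated overnight at 37 degrees C in 5% CO2, then exposed to library compounds with dopamine controls for 90 minutes at 37 degrees C before luminescent detection.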
Akt phos inh = inhibitors of Akt phosphorylation; AID 651550; Neuro2A IGF-stimulated pAkt S473 HTRF, 20 min; active compounds read low; hit rate 0.32% among 360,000; activity change, % for hits at 50 µM; in the data active = activity change below about -80%; inconclusive = mostly about -51% to -80%; also: % is scaled to controls: 0 for no effect and ±100 for the full control effect
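Neuro2A cells (4,500/well, DMEM with 0.5% FBS) were treated with compound at a single 50 µM final concentration, stimulated with 6 nM IGF for 20 min at 37 °C, and lysed. Phospho-Akt Ser473 was read by HTRF as 665/615 ratio ×10^4.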
Abeta rescue = restores growth of yeast expressing A-beta42 peptide; yeast expressing A-beta42, growth rescue, OD600, 48 h; response scale: 0% DMSO, 100% iron-clioquinol control; Potency, µM (top dose mostly 46.1 µM), without a hit: top-dose growth rescue, hits mostly activators; hit rate 0.063% among 410,000; also: potency is read from the fitted curve at half-maximal effect; nearly all actives have a fitted effect of over 55% in size
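Yeast A-beta toxicity model in growth medium with pinned compounds, 48 h at 30 C; growth read as absorbance at 600 nm. Normalized to FeCl3/clioquinol equimolar mix (positive) and DMSO (negative).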
FUS yeast rescue = suppressors of FUS proteinopathy in yeast. Potency, µM (series often up to 76.6 µM), without a hit: at the highest dose growth rescue (activation), actives largely listed as activators. S. cerevisiae FUS-expressing, growth rescue, OD600, 24 h. hit rate 0.24% among 390,000;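 also: potency is read from the fitted curve at half-maximal effect; plate controls were DMSO vehicle for no effect and reference control for full effect; nearly all actives have a fitted effect of over 55% in size; some results filed as inactive show a strong effect at the top dose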
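Cultures pregrown in 2.5% raffinose medium are shifted to minimal medium containing 2% galactose to express toxic FUS. Compounds are tested at several concentrations. After 24hr at 30C, growth is quantified at 600 nm absorbance.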
PTHR1 agonist = activates the human parathyroid hormone receptor PTHR1; hit rate 0.075% among 410,000; AID 743266; Q03431; Potency, µM (doses to about 115 µM), inactives show top-dose activation, usual class: activators; HEK293 GP2 PTHR1 cells, GloSensor cAMP luminescence, 1 h; also: potency is read from the fitted curve at half-maximal effect; nearly all actives have a fitted effect of over 55% in size; some results filed as inactive show a strong effect at the top dose; inactives centre near -15; many of its hits are not listed in these tables
Target sequence (Q03431 whole entry, looked up): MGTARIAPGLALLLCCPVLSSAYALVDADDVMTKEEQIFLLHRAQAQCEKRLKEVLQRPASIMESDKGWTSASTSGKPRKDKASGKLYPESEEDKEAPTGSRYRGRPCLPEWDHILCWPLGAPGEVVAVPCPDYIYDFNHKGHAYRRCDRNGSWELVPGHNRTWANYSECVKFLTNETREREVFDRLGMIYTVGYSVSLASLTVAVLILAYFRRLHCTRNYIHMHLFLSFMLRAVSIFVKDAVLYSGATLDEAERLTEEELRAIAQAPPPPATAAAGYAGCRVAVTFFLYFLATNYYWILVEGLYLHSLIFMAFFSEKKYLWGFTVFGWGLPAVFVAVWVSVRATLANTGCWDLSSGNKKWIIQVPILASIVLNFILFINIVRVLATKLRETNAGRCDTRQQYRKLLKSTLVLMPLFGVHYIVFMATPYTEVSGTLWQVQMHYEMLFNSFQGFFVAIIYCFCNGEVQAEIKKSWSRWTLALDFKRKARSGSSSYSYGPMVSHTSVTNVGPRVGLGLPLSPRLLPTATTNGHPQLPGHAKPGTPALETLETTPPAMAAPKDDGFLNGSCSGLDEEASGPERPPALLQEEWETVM
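HEK-293-derived GP2 cells expressing PTHR1 and a GloSensor cAMP reporter, 3,000/well, plated overnight, given luciferin plus IBMX (each 0.5 mM as added) for 1 h at 37 °C, then compound for 1 h at 37 °C. Luminescence was read after 15 min at room temperature.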
Numbers without * were called inactive; i = inactive; ? = inconclusive; / = no result given; [ ] = remark or other dose. Unless noted, calls follow the shape of the dose curve; as a rule, active = well fitted curve in the direction sought with a large enough effect; inconclusive = small, poorly fitted or top-dose-only effect, or another doubt; inactive = no such curve, though single readings can be large; an effect the other way counts as inactive or inconclusive.

1: CCOC(=O)c1[nH]c(C)c(C(=O)N2CCCC(Nc3ccc(C)c(C)c3)C2)c1C (stereo not given)
2: O=C(CCc1nnc(CCCc2ccccc2)o1)NCCc1ccco1
3: S=C(Nc1ccc(Br)cc1)Nc1ccc2c(c1)OCCO2
4: CCOC(=O)c1c(C)[nH]c(C(=O)CN2C(=O)C(=O)N(CC(C)C)C2=O)c1C
5: CC(=O)Nc1cccc(NC(=O)c2ccc(C)c([N+](=O)[O-])c2)c1
6: Cc1ccc(NC(=O)c2cc3c([nH]c2=O)CC(C)(C)CC3=O)c(C)c1

assay / entry,1,2,3,4,5,6
aSyn yeast inh,0%,5%,-6%,0%,-1%,/
GLP1R ag,-4%,12%,5%,4%,4%,/
TDP43 rescue,-17%,19%,19%,17%,2%,9%
GLP-1R inv ag,-18%,11%,?,8%,-16%,13%
D3 antag,-16,-4,-22,3,2,/
Akt phos inh,i,i,i,i,i,/
Abeta rescue,-7%,-7%,?,-9%,-11%,-8%
FUS yeast rescue,25%,-8%,7%,3%,-2%,-19%
PTHR1 agonist,i,i,-27%,-24%,-6%,i

A different layout for part of the listing above.
#	mol	aSyn yeast inh	GLP1R ag	TDP43 rescue	GLP-1R inv ag	D3 antag	Akt phos inh	Abeta rescue	FUS yeast rescue	PTHR1 agonist
3	S=C(Nc1ccc(Br)cc1)Nc1ccc2c(c1)OCCO2	-6%	5%	19%	?	-22	i	?	7%	-27%
4	CCOC(=O)c1c(C)[nH]c(C(=O)CN2C(=O)C(=O)N(CC(C)C)C2=O)c1C	0%	4%	17%	8%	3	i	-9%	3%	-24%
5	CC(=O)Nc1cccc(NC(=O)c2ccc(C)c([N+](=O)[O-])c2)c1	-1%	4%	2%	-16%	2	i	-11%	-2%	-6%
6	Cc1ccc(NC(=O)c2cc3c([nH]c2=O)CC(C)(C)CC3=O)c(C)c1	/	/	9%	13%	/	/	-8%	-19%	i

Next part.
7: CCCOc1ccc(C(=O)N2CCCC2)cc1OC
8: Cc1c(C)c2ccc(OC(C)C(=O)NCCCn3ccnc3)c(C)c2oc1=O (stereo not given)
9: CN(C)c1nc2n(c(=S)n1)CCS2
10: Cc1ccc(NC(=O)CN2C(=O)S/C(=C\c3cccn3-c3cccc(C(=O)O)c3)C2=O)cc1C
11: CCCCn1c(N)c(N(C(=O)CSc2nnnn2-c2ccc(C)cc2)C2CCCC2)c(=O)[nH]c1=O
12: CCCN(CCC)S(=O)(=O)c1cccc(C(=O)N=c2sccn2C)c1

assay / entry,7,8,9,10,11,12
aSyn yeast inh,0%,4%,2%,-13%,7%[1.84 µM],5%
GLP1R ag,-2%,-1%,4%,3%,-1%,6%
TDP43 rescue,0%,11%,-15%,-5%,6%,-5%
GLP-1R inv ag,-5%,25%,1%,19%,-29%,-27%
D3 antag,-15,-2,-1,-17,18,10
Akt phos inh,i,i,i,i,i,i
Abeta rescue,-4%,-1%,22%,-7%,-2%,-16%
FUS yeast rescue,28%,33%,-3%,16%,?,7%
PTHR1 agonist,-1%[57.5 µM],i,i,i,i,-27%

13: CCC(c1nnnn1Cc1ccccc1)N1CCN(c2ccc(OC)cc2)CC1 (stereo not given)
14: O=[N+]([O-])c1ccc2nc(-c3ccncc3)[nH]c2c1
15: OC(CN1CCOCC1)Cn1c2c(c3ccccc31)CCCC2 (stereo not given)
16: CCc1ccc(Sc2cc(C(=O)NCCCOC(C)C)c3ccccc3n2)cc1
17: CCN(C(=O)CSc1cccc[n+]1[O-])c1ccccc1
18: CC(Oc1ccc(Cl)cc1Cl)c1nc(-c2ccc(NC(=O)c3cccnc3)cc2)no1 (stereo not given)

assay / entry,13,14,15,16,17,18
aSyn yeast inh,9%,-11%,-1%,-1%,-8%,-24%
GLP1R ag,17%,9%,11%,-7%,6%,-34%[inhibitor]
TDP43 rescue,-1%,10%,-25%,15%,15%,-28%
GLP-1R inv ag,?,53%[activator],?,?,15%,?
D3 antag,-4,9,-16,/,-25,34
Akt phos inh,i,i,i,/,i,i
Abeta rescue,2%,5%,4%,1%,0%,4%
FUS yeast rescue,10%,8%,17%,16%,/,9%
PTHR1 agonist,-17%,i,24%,-29%,i,-10%

19: C=CCn1c(SCC(=O)Nc2c(C)n(C)n(-c3ccccc3)c2=O)nc2ccccc2c1=O
20: CC(C)COC(=O)N(C)C[C@@H]1OCc2cnnn2CCCC(=O)N([C@H](C)CO)C[C@H]1C
21: CCN(CC)S(=O)(=O)c1ccc(NC(=O)C2CC(=O)N(c3ccc4c(c3)OCCO4)C2)cc1 (stereo not given)
22: S=C(NCCCCN(Cc1ccc(Cl)cc1)c1ccc(Br)cn1)NCCCc1cnc[nH]1
23: Cc1onc(-c2ccccc2)c1C(=O)NCCc1ccc(Cl)cc1
24: Cc1cccc(NC(=O)CSc2ccc(-c3cccnc3)nn2)c1

assay / entry,19,20,21,22,23,24
aSyn yeast inh,0%,-9%,8%,-34%[inhibitor],1%,1%
GLP1R ag,4%,6%,-29%,-7%,3%,22%
TDP43 rescue,10%,15%,26%,/,-11%,27%
GLP-1R inv ag,11%,14%,?,/,-13%,28%
D3 antag,11,26,-4,/,0,3
Akt phos inh,i,i,i,/,i,i
Abeta rescue,13%,-1%,2%,-6%,-9%,-5%
FUS yeast rescue,-9%,-14%,/,?,-2%,17%
PTHR1 agonist,i,-25%,-8%,i,0%[57.5 µM],-50%[inhibitor]

25: Cc1ccccc1N1CCN(C2=NC(=O)/C(=C/c3cn[nH]c3-c3ccccc3)S2)CC1
26: Cc1ccc(C)c(S(=O)(=O)NCc2ccc(C(=O)N3CCN(C)CC3)cc2)c1
27: COc1ccc(C(C#N)(CC(=O)O)c2cnccn2)cc1OC (stereo not given)
28: CCCCCc1c(C)nc(Nc2ccc(F)cc2)[nH]c1=O
29: COC(=O)CNC(c1ccccc1)c1cc(C)ccc1NC(=O)c1cccc(Cl)c1 (stereo not given)
30: c1ccc(-n2cnnc2SCc2cn3ccccc3n2)cc1

assay / entry,25,26,27,28,29,30
aSyn yeast inh,-5%,0%,-6%,1%,15%,1%
GLP1R ag,4%,-10%,-1%,-9%,0%,5%
TDP43 rescue,-20%,-17%,-20%,3%,21%,-15%
GLP-1R inv ag,5%,3%,23%,3%,?,3%
D3 antag,0,4,0,18,18,-14
Akt phos inh,i,i,i,i,i,/
Abeta rescue,-14%,15%,0%,-4%,-25%,2%
FUS yeast rescue,8%,13%,28%,10%,/,6%
PTHR1 agonist,-21%,i,4%,-14%[57.5 µM],0%,-10%[57.5 µM]

31: CCOc1cc(/C=N/O)cc(Br)c1OCc1ccc(Cl)cc1
32: OC(CNCc1ccc(Cl)c(Cl)c1)c1ccccc1 (stereo not given)
33: Cc1sc2nc(C3CC3)nc(NCCNS(=O)(=O)c3ccccc3)c2c1C
34: C(=NN1CCCCCC1)c1cccc2ccccc12
35: COc1ccc(C(=O)COC(=O)CN2C(=O)C3CC=CCC3C2=O)c(OC)c1 (stereo not given)
36: Cc1ccc(C(C)(C)C)cc1S(=O)(=O)Nc1nc2ccccc2nc1Cl

assay / entry,31,32,33,34,35,36
aSyn yeast inh,-10%,1%,10%,-8%,-4%,-25%
GLP1R ag,-8%,?,18%,0%,9%,0%
TDP43 rescue,7%,-3%,-12%,11%,-3%,24%
GLP-1R inv ag,?,?,-27%,-31%,12%,10µM*
D3 antag,0,-17,17,0,-4,23
Akt phos inh,i,i,i,i,i,i
Abeta rescue,-1%,-5%,15%,4%,-5%,-24%
FUS yeast rescue,12%,6%,11%,24%,6%,41%
PTHR1 agonist,-22%,i,i,-10%,i,-38%[inhibitor]

37: CC(=O)N1CCc2cc(S(=O)(=O)NC(Cc3ccccc3)C(=O)Nc3ccc(C)cc3C)ccc21 (stereo not given)
38: O=C(CSc1ccc(F)cc1)NC1CCCCC1
39: Cc1c(C(=O)NCc2ccc(Cl)c(Cl)c2)sc(=O)n1Cc1ccc(S(C)(=O)=O)cc1
40: CC(=O)N1CCN(C(=S)NC(=O)c2ccc(S(=O)(=O)N3CCOCC3)cc2)CC1
41: CCOC(=O)CC(NC(=O)c1ccco1)c1ccccc1Cl (stereo not given)
42: CCCCN(C)C(=O)c1nc2ccccn2c1CN1CCN(C/C=C/c2ccccc2)CC1
43: Cc1cccc(CNc2ccc(S(=O)(=O)N3CCCCC3)cc2)c1
44: O=C(COC(=O)c1ccc([N+](=O)[O-])cc1)NC1CCCC1
45: Cc1ccc(S(=O)(=O)c2nc(-c3cccs3)oc2SCC(=O)Nc2cc(C)cc(C)c2)cc1

assay / entry,37,38,39,40,41,42,43,44,45
aSyn yeast inh,/,-1%,4%,-5%,1%,-5%,0%,-1%,/
GLP1R ag,/,2%,-3%,-19%,-4%,9%,-5%,3%,/
TDP43 rescue,0%,17%,22%,10%,-5%,-3%,0%,2%,10%
GLP-1R inv ag,-9%,11%,?,18%,-20%,-16%,?,-4%,?
D3 antag,/,-9,60,52,2,-5,-30,0,/
Akt phos inh,/,i,i,i,i,i,i,i,/
Abeta rescue,1%,7%,7%,3%,-4%,-6%,-2%,-6%,-7%
FUS yeast rescue,34%,11%,?,/,1%,12%,8%,-23%,-2%
PTHR1 agonist,-11%,-14%,-93%,-17%,i,i,-84%[inhibitor],-24%,-22%

This is a subset. The share of hits here may be higher or lower than overall.
